BioA inh: inhibitors of Mycobacterium tuberculosis BioA enzyme | purified M. tuberculosis BioA enzyme, plate reader | inhibition, % at 9.99 µM | 360,000 tested, 0.096% active; in the data active = inhibition above about 40%
* marks the source's active call; other numbers are inactive results; & = joins results of further samples.

Molecule	BioA inh
CCCC#Cc1cnc2c(c1)C(=O)N([C@@H](C)CO)C[C@H](C)[C@H](CN(C)C(=O)Nc1c(C)noc1C)O2	4.0
Cc1noc(C)c1NC(=O)Nc1cccc2c1O[C@H](CN(C)S(=O)(=O)c1cn(C)cn1)[C@H](C)CN([C@@H](C)CO)C2=O	0.0
COc1cccc(-c2cn(CC[C@H]3CC[C@@H](NC(C)=O)[C@@H](CO)O3)nn2)c1	-0.8
CCC(=O)N[C@H]1CC[C@H](CC(=O)NCc2ccc(OC)cc2)O[C@H]1CO	-1.8
CN1C(=O)c2cc(NC(=O)Nc3ccccc3F)ccc2OC[C@@H]2O[C@H](CC(=O)NCCc3ccncc3)CC[C@@H]21	-0.5
C[C@@H]1CN([C@H](C)CO)C(=O)Cc2cc(NS(=O)(=O)c3cn(C)cn3)ccc2O[C@@H]1CN(C)S(=O)(=O)c1cccs1	-1.2
CCC(=O)Nc1ccc2c(c1)C(=O)N(C)C[C@@H](OC)[C@@H](C)CN(CC1CCOCC1)[C@H](C)CO2	0.9
C[C@H]1CN([C@@H](C)CO)C(=O)Cc2cc(NC(=O)Nc3ccccc3)ccc2O[C@H]1CN(C)Cc1ccc2c(c1)OCO2	-1.5
Cc1ccc(S(=O)(=O)Nc2ccc3c(c2)C(=O)N([C@H](C)CO)C[C@H](C)[C@@H](CN(C)S(=O)(=O)c2ccc(F)cc2)OCCCC[C@H](C)O3)cc1	-1.1
O=S(=O)(c1cccs1)N1CCCCN2[C@H](CO)[C@H](c3ccc(-c4ccccc4)cc3)[C@H]2C1	-2.1
CC(C)NC(=O)N(C)C[C@@H]1Oc2c(NC(=O)c3ccc(-c4nccs4)cc3)cccc2C(=O)N([C@H](C)CO)C[C@@H]1C	-2.1
CCCNC(=O)N1[C@H](CO)[C@@H]2c3ccccc3N(C(=O)CC)C[C@@H]21	-4.5
COc1ccccc1NC(=O)N[C@@H]1CC[C@H](CC(=O)NCc2ccc(Cl)c(Cl)c2)O[C@@H]1CO	1.1
COc1ccc(S(=O)(=O)Nc2ccc3c(c2)C(=O)N([C@@H](C)CO)C[C@@H](C)[C@H](CN(C)C)O3)cc1	-0.2
C[C@@H]1CN([C@@H](C)CO)C(=O)c2cc(NC(=O)c3ccncc3)ccc2O[C@H]1CN(C)S(=O)(=O)c1ccc(F)cc1	1.2
CN(C)C(=O)c1ccc(-c2ccc3c(c2)[C@H]2[C@H](CCN2C(=O)Cc2ccccn2)[C@H](CO)N3C)cc1	1.2

3 entries drawn at random from the list so far:
Molecule	BioA inh
O=S(=O)(c1cccs1)N1CCCCN2[C@H](CO)[C@H](c3ccc(-c4ccccc4)cc3)[C@H]2C1	-2.1
COc1ccc(S(=O)(=O)Nc2ccc3c(c2)C(=O)N([C@@H](C)CO)C[C@@H](C)[C@H](CN(C)C)O3)cc1	-0.2
COc1ccccc1NC(=O)N[C@@H]1CC[C@H](CC(=O)NCc2ccc(Cl)c(Cl)c2)O[C@@H]1CO	1.1

Next part:
Molecule	BioA inh
CN1C(=O)c2cc(NS(=O)(=O)c3cccc(F)c3)ccc2OC[C@H]2O[C@@H](CC(=O)O)CC[C@@H]21	-0.2
COc1cccc(-c2ccc([C@H]3[C@@H](C#N)N(C(=O)Cc4ccncc4)[C@@H]3CO)cc2)c1	-1.8
Cc1noc(C)c1S(=O)(=O)N(C)C[C@H]1Oc2ccc(NC(=O)Nc3ccc(F)cc3)cc2CC(=O)N([C@@H](C)CO)C[C@H]1C	-0.9
COC(=O)c1c2oc(c1C(=O)OC)C(=O)N(C)Cc1cn(nn1)C[C@@H](Cc1ccccc1)NC(=O)N[C@H](CO)CC2	0.3
C[C@H]1CN([C@@H](C)CO)C(=O)c2cc(NC(=O)CCN3CCOCC3)ccc2O[C@@H]1CN(C)Cc1ccc2c(c1)OCO2	-0.9
O=C(C[C@H]1CC[C@@H]2[C@H](COC[C@H](O)CN2C(=O)c2ccccc2F)O1)NCc1ccc(-c2ccccc2)cc1	-1.0
C[C@H]1CCCCO[C@@H](CN(C)Cc2ccc3c(c2)OCO3)[C@@H](C)CN([C@@H](C)CO)C(=O)c2cc(NS(=O)(=O)c3cccs3)ccc2O1	1.0&-0.8
CCNC(=O)C[C@H]1CC[C@H]2[C@H](COc3ccc(NC(=O)Nc4ccccc4C)cc3C(=O)N2C)O1	5.1
C[C@@H]1CN([C@H](C)CO)C(=O)c2cc(NC(=O)Nc3ccc(C(F)(F)F)cc3)ccc2O[C@@H](C)CCCCO[C@@H]1CN(C)C(=O)C1CCCCC1	-4.9
C[C@H](CO)N1C[C@H](C)[C@@H](CN(C)C(=O)Nc2cccc3ccccc23)OCCCC[C@H](C)Oc2ccc(NC(=O)Cc3ccccc3)cc2C1=O	0.2
CCC(=O)N[C@@H]1CC[C@H](CC(=O)NCc2cc(F)cc(F)c2)O[C@@H]1CO	-1.6
C[C@@H]1CN([C@@H](C)CO)S(=O)(=O)c2ccc(C#Cc3ccccc3)cc2O[C@@H]1CN(C)C(=O)c1ccccn1	-4.6
O=C(NCC[C@H]1CC[C@H](NS(=O)(=O)c2ccc(Cl)cc2)[C@@H](CO)O1)c1ccccc1F	3.8
C[C@@H]1CN([C@H](C)CO)C(=O)Cc2cc(N(C)C)ccc2O[C@H]1CN(C)Cc1ccc(C(F)(F)F)cc1	1.7
COc1cccc(S(=O)(=O)N[C@H]2C=C[C@@H](CC(=O)NC3CCC3)O[C@@H]2CO)c1	1.7
C[C@@H]1CN([C@@H](C)CO)C(=O)c2ccccc2-c2ccccc2CO[C@H]1CN(C)Cc1cccc(C(=O)O)c1	-2.7
COCC#Cc1ccc2c(c1)O[C@H](CN(C)Cc1ccncc1)[C@@H](C)CN([C@@H](C)CO)S2(=O)=O	1.9
CC(C)NC(=O)Nc1ccc2c(c1)C(=O)N([C@@H](C)CO)C[C@@H](C)[C@H](CN(C)S(=O)(=O)c1cccs1)O2	4.7
Cc1ccc(S(=O)(=O)Nc2ccc3c(c2)C(=O)N([C@@H](C)CO)C[C@@H](C)[C@@H](CN(C)Cc2ccncc2)OCCCC[C@H](C)O3)cc1	0.7
COc1ccc(S(=O)(=O)Nc2ccc3c(c2)CC(=O)N([C@H](C)CO)C[C@H](C)[C@H](CN(C)S(=O)(=O)c2cccs2)O3)cc1	2.8
CC(C)CC#Cc1cnc2c(c1)C(=O)N([C@@H](C)CO)C[C@H](C)[C@@H](CN(C)C(=O)c1ccccc1)O2	0.8
Cc1noc(C)c1NC(=O)N(C)C[C@H]1Oc2c(NS(=O)(=O)c3cn(C)cn3)cccc2C(=O)N([C@@H](C)CO)C[C@@H]1C	-2.4
CCC(=O)NC[C@@H]1[C@H](c2ccc(C3=CCCC3)cc2)[C@H](CO)N1C(=O)C1CC1	4.8
O=C(N[C@@H]1CC[C@@H](CCn2cc(C3(O)CCCC3)nn2)O[C@H]1CO)C1CCCCC1	0.6

As entered above:
Reading of COc1ccc(S(=O)(=O)Nc2ccc3c(c2)CC(=O)N([C@H](C)CO)C[C@H](C)[C@H](CN(C)S(=O)(=O)c2cccs2)O3)cc1 in BioA inh: 2.8
Reading of CC(C)CC#Cc1cnc2c(c1)C(=O)N([C@@H](C)CO)C[C@H](C)[C@@H](CN(C)C(=O)c1ccccc1)O2 in BioA inh: 0.8
Reading of Cc1noc(C)c1NC(=O)N(C)C[C@H]1Oc2c(NS(=O)(=O)c3cn(C)cn3)cccc2C(=O)N([C@@H](C)CO)C[C@@H]1C in BioA inh: -2.4

Remaining list, next part:
Molecule	BioA inh
CC(C)NC(=O)N(C)C[C@H]1Oc2ncc(C#CC3CCCC3)cc2C(=O)N([C@@H](C)CO)C[C@@H]1C	-2.1
C[C@@H]1CN([C@H](C)CO)C(=O)c2cc(NS(C)(=O)=O)ccc2O[C@@H]1CN(C)Cc1ccc(Cl)c(Cl)c1	0.2
O=C(c1ccc2c(c1)OCO2)N1C[C@@H]2[C@H](c3ccccc31)[C@H](CO)N2CC1CCCC1	-3.5
COc1cccc(CNC(=O)C[C@@H]2CC[C@H](NC(C)=O)[C@H](CO)O2)c1	-2.0
C[C@H](O)C#Cc1cnc2c(c1)C(=O)N([C@H](C)CO)C[C@@H](C)[C@H](CN(C)C(=O)CN(C)C)O2	-1.2
O=S(=O)(Cc1ccccc1)N1CCCCN2[C@H](C1)[C@@H](c1ccc(-c3ccccc3)cc1)[C@@H]2CO	0.1
Cc1ccc(S(=O)(=O)Nc2ccc3c(c2)CC(=O)N([C@@H](C)CO)C[C@H](C)[C@@H](CN(C)CC2CC2)O3)cc1	-2.3
C[C@H](CO)N1C[C@H](C)[C@H](CN(C)C(=O)Nc2ccccc2)Oc2ccc(NS(=O)(=O)c3cn(C)cn3)cc2CC1=O	-0.7
COc1ccc(NC(=O)Nc2ccc3c(c2)C(=O)N([C@H](C)CO)C[C@H](C)[C@@H](CN(C)C(=O)CCC(F)(F)F)OCCCC[C@H](C)O3)cc1	0.0
C[C@@H]1CN([C@@H](C)CO)C(=O)c2cccc(NS(=O)(=O)c3ccc(F)cc3)c2O[C@@H]1CN(C)C(=O)Nc1cccc2ccccc12	0.8
Cc1ccc(S(=O)(=O)N(C)C[C@H]2Oc3ncc(C#CC4(O)CCCC4)cc3C(=O)N([C@@H](C)CO)C[C@H]2C)cc1	3.5
Cc1ccc(S(=O)(=O)N[C@@H]2CC[C@@H](CCn3cc(C4CCCC4)nn3)O[C@@H]2CO)cc1	-4.1
Cc1noc(C)c1S(=O)(=O)Nc1ccc2c(c1)CC(=O)N([C@@H](C)CO)C[C@@H](C)[C@H](CN(C)C(=O)Nc1ccc3c(c1)OCO3)O2	-0.4
C[C@H]1CN([C@@H](C)CO)C(=O)Cc2cc(NC(=O)Cc3ccccc3)ccc2O[C@H]1CN(C)C(=O)Nc1ccccc1	-0.9
C[C@H](CO)N1C[C@H](C)[C@@H](CN(C)C(=O)Nc2ccccc2)Oc2ccc(NC(=O)CCC(F)(F)F)cc2CC1=O	-0.6
C[C@H](CO)N1C[C@H](C)[C@H](CN(C)Cc2ccc(Oc3ccccc3)cc2)Oc2ccc(N(C)C)cc2C1=O	0.1
CCN(C[C@@H]1[C@@H](c2ccccc2)[C@H](CO)N1C(C)=O)C(=O)NC1CCCC1	-2.0
C[C@H]1CN([C@@H](C)CO)C(=O)Cc2cc(NS(=O)(=O)c3ccc(F)cc3)ccc2O[C@@H]1CN(C)C(=O)Nc1ccc(F)cc1	-0.9
Cn1cnc(S(=O)(=O)N2C[C@@H](O)COC[C@@H]3O[C@H](CC(=O)NCc4cc(F)cc(F)c4)CC[C@H]32)c1	1.0
C[C@@H]1CN([C@H](C)CO)C(=O)c2cc(C3=CCCC3)cnc2O[C@H]1CN(C)C(=O)Nc1cccc(F)c1	16
C[C@H](CO)N1C[C@H](C)[C@H](CN(C)S(=O)(=O)c2ccc(Cl)cc2)Oc2ccc(NC(=O)CCC(F)(F)F)cc2CC1=O	0.8
CCC(=O)N(C)C[C@@H]1Oc2cc(C#CC(C)(C)O)ccc2S(=O)(=O)N([C@@H](C)CO)C[C@H]1C	-3.3
C[C@H]1CN([C@@H](C)CO)S(=O)(=O)c2ccc(C#CCN(C)C)cc2O[C@@H]1CN(C)Cc1ccncc1	5.0
Cc1ccc(S(=O)(=O)Nc2ccc3c(c2)C(=O)N([C@@H](C)CO)C[C@H](C)[C@@H](CN(C)Cc2ccccc2)OCCCC[C@@H](C)O3)cc1	-0.9

Some of the entries so far, with each value named.
CCN(C[C@@H]1[C@@H](c2ccccc2)[C@H](CO)N1C(C)=O)C(=O)NC1CCCC1
- BioA inh: -2.0

C[C@H]1CN([C@@H](C)CO)C(=O)Cc2cc(NS(=O)(=O)c3ccc(F)cc3)ccc2O[C@@H]1CN(C)C(=O)Nc1ccc(F)cc1
- BioA inh: -0.9

Continuation.
Molecule	BioA inh
C[C@@H]1CN([C@H](C)CO)S(=O)(=O)c2ccc(C#CC3CCCC3)cc2O[C@@H]1CN(C)CC1CC1	4.1
O=C(NCC1CC1)[C@H]1[C@H](CO)[C@H]2Cn3c(ccc(/C=C/c4ccccc4)c3=O)[C@@H]1N2C(=O)C1CC1	1.4
COc1ccc(NC(=O)Nc2cccc3c2O[C@H](CN(C)C(=O)NC(C)C)[C@@H](C)CN([C@@H](C)CO)C3=O)cc1	-1.2
CN1CCN(C(=O)C[C@H]2CC[C@@H]3[C@@H](COc4ccc(NC(=O)c5cccs5)cc4C(=O)N3C)O2)CC1	3.4
O=C(C[C@@H]1CC[C@@H]2[C@H](COC[C@H](O)CN2C(=O)c2ccccn2)O1)N1CCN(c2ccccc2)CC1	-1.1
COc1ccc(S(=O)(=O)N(C)C[C@@H]2OCCCC[C@@H](C)Oc3ccc(NC(=O)CCCN(C)C)cc3C(=O)N([C@@H](C)CO)C[C@H]2C)cc1	-2.1
C[C@@H]1CN([C@H](C)CO)S(=O)(=O)c2ccc(C#CCN(C)C)cc2O[C@H]1CN(C)C(=O)C1CCCCC1	-0.9
O=C(Nc1ccc(F)cc1)N[C@H]1CC[C@@H](CCNS(=O)(=O)c2cccc(Cl)c2)O[C@H]1CO	4.9
Cc1cc(C(=O)Nc2cccc3c2O[C@@H](CN(C)CC2CCCCC2)[C@@H](C)CN([C@@H](C)CO)C3=O)n(C)n1	-0.9
CO[C@H]1CC[C@@H]2CCOc3ccc(C#N)cc3C(=O)N(C)C[C@@H](OC)[C@H](C)C(=O)N(C)C[C@@H]1O2	-0.3
C[C@@H]1CN([C@@H](C)CO)C(=O)c2cccc(NC(=O)c3cnccn3)c2O[C@@H]1CN(C)Cc1ccc(Cl)c(Cl)c1	1.9
COC(=O)C[C@@H]1CC[C@H]2[C@H](COc3ccc(NS(=O)(=O)c4ccccc4Cl)cc3C(=O)N2C)O1	-1.5
O=C(C[C@@H]1C=C[C@@H](NC(=O)CN2CCOCC2)[C@@H](CO)O1)NC1CCCCC1	1.1
COCC#Cc1ccc2c(c1)O[C@@H](CN(C)S(=O)(=O)c1cccc(OC)c1)[C@H](C)CN([C@H](C)CO)S2(=O)=O	7.2
CC(C)C(=O)Nc1ccc2c(c1)C(=O)N(C)[C@@H]1CC[C@H](CC(=O)NCCc3ccccc3)O[C@@H]1CO2	0.3

The list is partial; the hit share may differ from the screen's.
